Compound activity (PubChem BioAssay)
GLS inhibitor – qHTS for Inhibitors of Glutaminase (GLS); GLS enzymatic activity, qHTS titration; Potency, µM (series often up to 45.5 µM), inactives show at the highest dose activity change, negative = inhibition, actives largely listed as inhibitors; 0.21% of 410,000 active; further: potency means the concentration at half of the fitted maximal effect; on the % scale 0 is the no-effect control and ±100 the full control effect
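Enzyme dispensed in phosphate buffer (45 mM, pH 8.2, 0.02% Tween-20), compounds pinned in, then 1 mM L-glutamine solution and the glutamate oxidase–HRP–Amplex Red mix added; fluorescence read immediately and again after 30 min at room temperature.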
HP1b binding inh – HTS for Inhibitors of HP1-beta Chromodomain Interactions with Methylated Histone Tails; Chromobox protein homolog 1 (Homo sapiens), P83916; AlphaScreen HP1-beta / biotin-H3K9me3 peptide binding; Potency, µM (top dose mostly 114 µM), inactives show top-dose activity change, negative = inhibition, actives largely listed as inhibitors; 0.56% of 390,000 active; AID 540317, 2011; further: potency means the concentration at half of the fitted maximal effect; nearly all actives have a fitted effect of over 70% in size; inactives centre near 23
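AlphaScreen: HP1-beta (50 nM) preformed 30 min with biotin-H3(1-18)K9me3 peptide (50 nM) in PBS pH 7.4, 0.01% Tween-20. Compound added for 30 min at RT, then streptavidin donor/nickel chelate acceptor beads (10 ug/mL) for 30 min.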
G9a inh – qHTS Assay for Inhibitors of Histone Lysine Methyltransferase G9a | G9a H3K9 monomethylation, AlphaScreen, 2 h | Potency, µM (series often up to 102 µM), for inactives: top-dose activity, negative = inhibition, usual class: inhibitors | 8.8% of 350,000 active | AID 504332, 2011; further: potency means the concentration at half of the fitted maximal effect; on the % scale 0 is the no-effect control and ±100 the full control effect; nearly all actives have a fitted effect of over 75% in size
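Quantitative HTS format: methyltransferase activity on a biotin-tagged H3K9 peptide is measured by AlphaScreen, using a rabbit anti-monomethyl-H3K9 antibody with streptavidin donor and anti-IgG acceptor beads. Final levels are 20 nM enzyme, 500 nM peptide, 20 uM SAM; 2 h RT.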
PI4K2A block – qHTS for small molecular inhibitors of PI4K2A; purified PI4K2A, ADP-Glo luminescence, 1 h; stronger effect = lower value; 0.13% of 420,000 active; Phosphatidylinositol 4-kinase type 2-alpha (Homo sapiens), Q9BTU6; activity change, negative = inhibition, % at 76.9 µM; in the data active means activity change below about -50%; inconclusive means mostly about -30% to -49%;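 further: -100% = wells without enzyme as full effect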
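In this quantitative HTS, ADP production by PI4K2A was quantified luminescently after 1 h at ambient temperature; 100 microM adenosine served as plate-quality control.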
BAZ2B block – qHTS Assay for Inhibitors of BAZ2B; Bromodomain adjacent to zinc finger domain protein 2B (Homo sapiens), Q9UIF8; AlphaScreen BAZ2B-H3K14Ac peptide displacement; Potency, µM (highest dose often 114 µM), inactives show at the highest dose activity change, negative = inhibition, usual class: inhibitors; 4.4% of 360,000 active; further: potency means the concentration at half of the fitted maximal effect; on the % scale 0 is the no-effect control and ±100 the full control effect; nearly all actives have a fitted effect of over 60% in size
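Compounds, titrated to a top concentration of 110 uM, were incubated 30 min at room temperature with preformed BAZ2B/acetyl-K14 H3 peptide complex (50 nM each). Proximity signal was measured by AlphaScreen after 20 min with beads.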
Pin1 inhibitor – qHTS Assay to Find Inhibitors of Pin1; Pin1 FP peptide displacement, HiFluor488, 10 min; Potency, µM (doses to about 115 µM), for inactives: at the top dose activity, negative = inhibition, actives largely listed as inhibitors; 0.009% of 390,000 active; active means well fitted inhibition curve with a large enough effect in the polarisation, with a control signal flat, not every such curve was filed as active; inconclusive means small, poorly fitted or top-dose-only effect, or effect the other way, or a change in a side signal; inactive means no such curve, though single readings can be large or run the other way; the % refers to the polarisation; further: potency means the concentration at half of the fitted maximal effect; on the % scale 0 is the no-effect control and ±100 the full control effect
POLH inh – qHTS for Inhibitors of Polymerase Eta; recombinant Pol eta, fluorescent DNA replication assay; Potency, µM (doses to about 114 µM), for the others: top-dose activity change, negative = inhibition, most hits filed as inhibitors; 1.2% of 390,000 active; further: potency means the concentration at half of the fitted maximal effect; on the % scale 0 is the no-effect control and ±100 the full control effect
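Pol eta (10 nM) was preincubated with compounds for 15 min at room temperature, after which fluorescent replication substrate (50 nM final) was added to start the reaction. Fluorescence was read kinetically at 0 and 10 min.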
Tb PGK inh – qHTS Assay to Find Inhibitors of Phosphoglycerate Kinase; Phosphoglycerate kinase, glycosomal (Trypanosoma brucei brucei), P07378; PGK/GAPDH coupled, Kinase-Glo luminescence, 60 min; AID 602233, 2012; 0.043% of 380,000 active; Potency, µM (top dose mostly 57.5 µM), for inactives: at the highest dose activity change, negative = inhibition, usual class: inhibitors; further: potency means the concentration at half of the fitted maximal effect; on the % scale 0 is the no-effect control and ±100 the full control effect; nearly all actives have a fitted effect of over 60% in size
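Luminescent ATP detection (Kinase-Glo Plus) follows a 60-minute room-temperature incubation, with wells lacking PGK as controls. Buffer: 100 mM TEA (pH 7.6), 5 mM MgCl2, 0.01% Tween-20. Coupling enzyme GAPDH (100 nM final) supplies unstable 1,3-BPG in-well.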
JMJD2A Tudor inh – qHTS Assay for Inhibitors of JMJD2A-Tudor Domain | 4.4% of 390,000 active | Lysine-specific demethylase 4A (Homo sapiens), O75164 | Potency, µM (titrated, usually from 114 µM), for the others: at the top dose activity change, negative = inhibition, actives largely listed as inhibitors | AlphaScreen JMJD2A-Tudor / H3K4me3 peptide binding; further: potency means the concentration at half of the fitted maximal effect; on the % scale 0 is the no-effect control and ±100 the full control effect; nearly all actives have a fitted effect of over 50% in size
Starred values were filed as active, the others as inactive; i = inactive; ? = inconclusive; · = no result given; [ ] = dose if it differs, or a comment. Unless noted, the call rests on the fitted dose curve; in most records, active means well fitted curve in the direction sought with a large enough effect; inconclusive means small, poorly fitted or top-dose-only effect, or another doubt; inactive means no such curve, though single readings can be large; an effect the other way counts as inactive or inconclusive. Only part of the results is shown; the hit share may differ from the screen's.

GLS inhibitor | HP1b binding inh | G9a inh | PI4K2A block | BAZ2B block | Pin1 inhibitor | POLH inh | Tb PGK inh | JMJD2A Tudor inh | structure
2.7% | 3.0% | 13.6% | -7.3 | -33.0% | 0.5% | -6.9% | -9.6% | -9.7% | O=C(NCc1cccc(C(F)(F)F)c1)C1CCCN(c2cnccn2)C1 (centres undefined)
-2.4% | 44.8%[activator] | · | -1.9 | -5.5% | -1.0% | -20.4% | -13.3% | -0.6% | CCN(CCS(=O)(=O)c1ccc(Cl)cc1)C(=O)Nc1ccc(Cl)cc1
0.7% | ? | ? | -55.9* | 39.8µM* | 11.2% | 4.5% | ? | 44.7µM* | Cn1cccc1/C=C1\CCc2ccccc2C1=O
-14.6% | ? | 7.08µM* | -5.7 | 25.1µM* | 2.1% | -6.1% | -8.3% | 25.1µM* | CCOC(=O)c1ccc(NC(=O)c2c(NCc3cc(OC)c(OC)cc3OC)sc3c2CCCC3)cc1
1.2% | 16.2% | 0.5%[59 µM] | 8.9 | -4.2% | -9.8% | -10.2% | · | -19.0% | O=C1CC(c2cccc(Cl)c2)c2cc3c(cc2N1)CCC3 (centres undefined)
2.6% | 15.8% | 58.8%[activator][59 µM] | -2.7 | 12.4% | 4.7% | -10.3% | -2.5% | -2.1% | CC(C)c1ccc(/C=C/C(=O)NCCCc2ccccc2)cc1
12.5% | 14.2% | ? | 0.1 | -6.5% | · | ? | -3.1% | -14.2% | O=C(O)c1ccccc1C1=Nc2ccc(O)cc2Oc2cc(O)ccc21
-2.3% | 32.5% | 1.7%[59 µM] | -1.4 | 7.1% | 14.8% | -5.5% | -3.0% | -11.5% | COc1ccc(NC(=O)CN2CCN(Cc3ccc(F)cc3)S2(=O)=O)cc1Cl
1.2% | 8.5% | -22.8% | -1.5 | -37.5% | -3.2% | -17.2% | -7.4% | -15.1% | CC(=O)c1ccc(C(=O)N2CCCC(CO)(Cc3ccccc3C)C2)s1 (centres undefined)
-0.1% | 29.1% | 5.8%[2.33 µM] | 4.8 | ? | -12.2% | -9.9% | -7.4% | ? | CCCCNC(=O)[C@@](CC)(ONc1ccccc1C(F)(F)F)c1cccc2ccccc12
-14.6% | 57.5%[activator] | -0.5%[0.501 µM] | -6.4 | -4.8% | 27.3% | -1.0% | -8.5% | -6.3% | CC(C(=O)c1ccc(Br)cc1)[n+]1cccc2ccccc21 (centres undefined)
1.3% | 11.6% | 20.7% | -1.8 | -4.0% | -3.5% | -4.7% | 1.6% | -8.2% | Cc1cc(NC(=O)CSc2nnc(CNc3cccc(C(F)(F)F)c3)n2Cc2ccco2)no1
23.6% | 25.0% | -1.4% | 0.7 | 43.2%[activator] | -7.7% | -3.5% | -0.1% | -6.9% | CCOC(=O)c1[nH]c2ccc(OC)cc2c1NC(C)=O
0.1% | 22.8% | 12.4%[2.33 µM] | -12.3 | 3.7% | 3.8% | -19.2% | -1.3% | -9.4% | COc1cc(OC)c(C(=O)O/N=C(\N)c2ccccc2)cc1OC
-1.6% | 35.6% | 5.8% | -1.5 | 12.2% | -18.0% | -1.8% | -6.8% | 3.8% | CN1C(=O)c2cccc(N(C)C)c2C1=O
-0.4% | 10.8% | 7.6% | 1.2 | 2.5% | -10.8% | -5.3% | 0.2% | -3.1% | CCCc1c(C(=O)N/N=C(/C)c2ccncc2)nnn1-c1nonc1N
0.8% | 32.1%[activator] | 9.2% | 3.7 | 3.1% | 1.3% | -6.3% | -8.6% | 4.0% | COc1cc(CN2CCN(CCOCCO)CC2)cc(OC)c1OC
-7.1% | 21.8% | ? | -0.5 | -16.0% | -0.1% | -10.6% | -7.4% | -6.8% | CCc1ccc(NC(=O)Cn2cnc3c(=O)n(C)c(=O)n(C)c32)cc1
0.6% | 18.8% | 7.1%[59 µM] | -3.3 | -0.3% | 0.5% | 7.7% | · | -10.4% | COc1ccc(NC(=O)Nc2ncccc2C)cc1
6.0% | ? | ? | -8.9 | 22.4µM* | -17.8% | 8.7% | -6.1% | 10µM* | O=C1CCCN1CCCNCC(=O)N1c2ccccc2Sc2ccccc21
0.7% | 46.8%[activator] | 19.5%[12.7 µM] | -2.7 | -2.6% | -3.9% | 0.7% | 0.1% | 2.9% | CS(=O)(=O)c1cccc(C(=O)OCC(=O)NCc2cccs2)c1
15.0% | 4.0% | -13.4% | 9.6 | -21.8%[57.1 µM] | 0.3% | -15.3% | i | ? | Cc1c(C)n(C)c2ccc(C(=O)NCCCN3CCOCC3)cc12
4.7% | 16.2% | ? | -0.6 | 2.1% | 0.6% | -22.1% | -2.6% | -4.6% | Cc1ccc(C)c(NC(=O)C2CC(O)CN2C(=O)Oc2ccccc2)c1 (centres undefined)
-9.9% | 15.4% | 24.1% | 4.1 | -0.7% | -6.7% | -0.6% | -1.8% | -8.2% | O=C(Cc1ccccc1Cl)N/N=C/c1cccnc1
4.1% | 38.5%[activator] | 3.0% | -6.0 | -29.1% | 1.5% | 7.1% | -6.3% | -12.8% | CCOc1ccc(N(CC(=O)Nc2ccccc2C)S(=O)(=O)c2c(C)[nH]c(=O)[nH]c2=O)cc1
? | -0.8% | · | 1.0 | · | 37.1%[activator] | -1.3% | i | -32.9% | Nc1ccc(C(=O)c2ccc3c(c2)OCCO3)cc1N
15.7% | 12.9% | -4.2%[12.7 µM] | -2.5 | 10.9% | -0.2% | 2.4% | 3.5% | -20.7% | COc1ccc(NC(=S)N2N=CCC2c2ccccc2)cc1 (centres undefined)
-2.1% | 14.8% | · | 1.8 | 7.7%[57.1 µM] | 17.4% | -10.7% | -9.0% | -27.0% | CC(C)(C)N1C(=O)[C@H]2[C@@H](c3ccc(Br)cc3)N3C(=O)N(c4ccc(Br)cc4)C(=O)[C@@]3(Cc3ccccc3)[C@H]2C1=O
-4.8% | 28.9% | 18.8%[59 µM] | -2.1 | 6.3% | 4.8% | -6.5% | -1.7% | -12.1% | COCCN(CC(=O)Nc1ccccc1C(F)(F)F)C(=O)c1ccc(-n2cccn2)cc1
1.4% | 43.6%[activator] | 7.4%[59 µM] | 6.0 | -5.4% | -0.3% | -13.0% | i | 0.0% | CCOc1ccc(NC(=O)CN(C)CC(=O)Nc2ccccc2C#N)cc1OCC
1.2% | 14.7% | -2.0%[59 µM] | -3.4 | 8.4% | -7.8% | ? | -8.6% | -16.0% | Cc1ccc2nc(SCC(=O)Nc3cccnc3Cl)[nH]c2c1
0.2% | 16.6%[57 µM] | 16.7%[59 µM] | -0.9 | -2.2% | -1.5% | 4.1% | 1.0% | -12.5% | CCOC(=O)c1noc2nc(C)n(Cc3cccc(C#N)c3)c(=O)c12
68.3%[activator] | 34.0% | · | 0.3 | · | 1.2% | -15.6% | -0.5% | -6.1% | CSc1nc(O)c(C(c2ccccc2Cl)c2c(O)nc(SC)[nH]c2=O)c(=O)[nH]1
7.4% | 20.0% | 8.5% | -0.6 | -2.4% | 18.4% | -17.9% | -7.5% | ? | C=CCn1cc(C(=O)NCc2ccc(Cl)cc2)c(=O)c2cc(S(=O)(=O)N(CC)CC)ccc21
28.0% | 22.2% | 13.5%[59 µM] | 1.8 | -33.9% | -9.7% | -10.2% | -10.3% | -17.9% | Cc1ccc(N2CCN(c3ccc(C)cc3)C(CC(=O)O)C2=O)cc1 (centres undefined)
-2.0% | 12.4% | 12.1%[12.7 µM] | 7.8 | -7.5% | -0.7% | -2.8% | 0.9% | -6.3% | CCCn1c(CC)nc([N+](=O)[O-])c1Sc1ccc(C)cc1
8.9% | 51.4%[activator] | 11.5%[59 µM] | 0.3 | 2.7% | 2.7% | -14.4% | -8.5% | 11.7% | COc1ccccc1CNC(=O)c1cc2c(s1)-c1ccc(Cl)cc1SC2
11.0% | 7.0% | ? | 1.9 | -12.4% | ? | 9.4% | -4.5% | -19.5% | CC1=C(C(=O)c2ccccc2)C(c2ccc(N3CCOCC3)cc2)NC(=O)N1 (centres undefined)
-1.0% | 34.1% | ? | -5.3 | -6.9% | 3.7% | -8.3% | -12.3% | 4.3% | O=c1nc2ccccc2c(NS(=O)(=O)c2ccccc2)n1-c1ccccc1
0.7% | 2.2% | -39.7%[59 µM] | 0.6 | -28.0% | ? | -12.3% | -2.5% | -22.2% | O=C(CN1C(=O)/C(=C\C=C\c2ccccc2)SC1=S)Nc1ccc(F)cc1
7.5% | · | · | 0.3 | · | · | -10.7% | 4.5% | · | C#CCN(C[C@H]1[C@H](OC(=O)NCc2ccccc2)[C@H](OC(=O)NCc2ccccc2)C[C@H]2C(=O)N(c3ccccc3)C(=O)[C@@H]12)S(=O)(=O)c1ccc(C)cc1

3 records picked at random from the list so far, as already listed:
GLS inhibitor | HP1b binding inh | G9a inh | PI4K2A block | BAZ2B block | Pin1 inhibitor | POLH inh | Tb PGK inh | JMJD2A Tudor inh | structure
-0.1% | 29.1% | 5.8%[2.33 µM] | 4.8 | ? | -12.2% | -9.9% | -7.4% | ? | CCCCNC(=O)[C@@](CC)(ONc1ccccc1C(F)(F)F)c1cccc2ccccc12
11.0% | 7.0% | ? | 1.9 | -12.4% | ? | 9.4% | -4.5% | -19.5% | CC1=C(C(=O)c2ccccc2)C(c2ccc(N3CCOCC3)cc2)NC(=O)N1 (centres undefined)
0.8% | 32.1%[activator] | 9.2% | 3.7 | 3.1% | 1.3% | -6.3% | -8.6% | 4.0% | COc1cc(CN2CCN(CCOCCO)CC2)cc(OC)c1OC
